Vif-APOBEC3F blk = blocks the Vif interaction with APOBEC3F. HeLa A3F-eYFP + Vif (tagged APOBEC3F with the HIV-1 protein that degrades it), YFP fluorescence increase. 390,000 tested, 0.2% active. Potency, µM (titrated, usually from 46.1 µM), without a hit: at the highest dose activity, negative = active; further: potency means the concentration at half of the fitted maximal effect; % of control where 0% means no effect; nearly all actives have a fitted effect of over 65% in size
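HeLa cells stably expressing A3F-eYFP plus Vif, plated and incubated overnight at 37 deg C, then exposed to compounds overnight at 37 deg C. Blocked degradation read as raised yellow fluorescence (Ex 488/Em 500-530).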
USP1-UAF1 inh = inhibitors of human USP1/UAF1 deubiquitinase; O94782; recombinant USP1/UAF1, Ub-Rhodamine cleavage fluorescence; Potency, µM (highest dose often 57.1 µM), without a hit: at the highest dose activity change, negative = inhibition, most hits filed as inhibitors; 390,000 tested, 0.23% active; further: potency means the concentration at half of the fitted maximal effect; on the % scale 0 is the no-effect control and ±100 the full control effect; nearly all actives have a fitted effect of over 60% in size; inactives centre near -12
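USP1/UAF1 complex (1 nM) preincubated 15 min at room temperature with compound, then Ub-Rho substrate (150 nM final) added. Kinetic fluorescence at 480/540 nm over 6 reads at 60 s intervals; 50 mM HEPES pH 7.8, 0.5 mM EDTA, 0.1 mg/ml BSA, 1 mM TCEP, 0.01% Tween-20.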
Vif-A3G inh = Vif-A3G binding inhibition | Q9HC16 | HeLa A3G-eYFP + Vif (tagged APOBEC3G with the HIV-1 protein that degrades it), YFP fluorescence, overnight | Potency, µM (top dose mostly 46.1 µM), for inactives: at the top dose activity, negative = active, most hits filed as inhibitors | 410,000 tested, 0.076% active | AID 602310;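 further: potency means the concentration at half of the fitted maximal effect; on the % scale 0 is the no-effect control and ±100 the full control effect; nearly all actives have a fitted effect of over 60% in size; hits raise eYFP signal because A3G escapes Vif-driven loss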
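Read-out is eYFP fluorescence (Ex 488/Em 500-530) from Vif-expressing HeLa A3G-eYFP cells; more signal means A3G escaped Vif-mediated degradation. Cells plated overnight, compound pinned in, incubated overnight at 37 deg C.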
TrxR1 substrate = substrates of rat thioredoxin reductase 1 | purified TrxR1 substrate turnover, NADPH consumption readout | AID 588456 | O89049 | Potency, µM (series often up to 114 µM), without a hit: at the highest dose activity change, negative = substrate turnover | 390,000 tested, 0.01% active; further: potency means the concentration at half of the fitted maximal effect; on the % scale 0 is the no-effect control and ±100 the full control effect; nearly all actives have a fitted effect of over 50% in size
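Rat TrxR1, dispensed at 90 nM, was prereduced with 400 uM NADPH (final) for 5 min at ~22 deg C, then incubated with compound 15 min before 400 uM selenite. A first-read NADPH fluorescence drop versus no-compound background flagged substrates.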
PI4K2A inh = PI4K2A (human) kinase inhibition; purified PI4K2A, ADP-Glo luminescence, 1 h; stronger effect = lower value; 420,000 tested, 0.13% active; activity change, negative = inhibition, % at 76.9 µM; Q9BTU6; in the data active means activity change below about -50%; inconclusive means mostly about -30% to -49%;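 further: -100% = wells without enzyme as full effect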
Target sequence (Q9BTU6 whole entry, looked up): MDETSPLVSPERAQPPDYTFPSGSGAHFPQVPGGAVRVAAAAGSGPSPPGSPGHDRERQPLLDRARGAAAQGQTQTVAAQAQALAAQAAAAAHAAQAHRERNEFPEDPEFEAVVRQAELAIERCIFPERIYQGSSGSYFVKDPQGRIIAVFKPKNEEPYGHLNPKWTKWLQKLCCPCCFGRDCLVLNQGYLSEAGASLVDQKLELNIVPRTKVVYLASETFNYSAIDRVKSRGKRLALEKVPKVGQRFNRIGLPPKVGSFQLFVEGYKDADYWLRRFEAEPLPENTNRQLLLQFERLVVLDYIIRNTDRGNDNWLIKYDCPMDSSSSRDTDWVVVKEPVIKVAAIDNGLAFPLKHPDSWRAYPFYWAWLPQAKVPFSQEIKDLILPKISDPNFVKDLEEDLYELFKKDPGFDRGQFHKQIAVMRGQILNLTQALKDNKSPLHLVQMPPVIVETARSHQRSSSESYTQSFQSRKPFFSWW
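In this quantitative HTS, ADP production by PI4K2A was quantified luminescently after 1 h at ambient temperature; 100 microM adenosine served as plate-quality control.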
RXFP1 agonist = activates the human relaxin receptor RXFP1 | Q9HBX9 | Potency, µM (series often up to 57.5 µM), for inactives: at the top dose activation, actives largely listed as activators | AID 2676 | HEK293T-RXFP1 cAMP TR-FRET, 30 min; response scale: percent of porcine relaxin response, buffer zero | 370,000 tested, 0.3% active; further: potency means the concentration at half of the fitted maximal effect; on the % scale 0 is the no-effect control and ±100 the full control effect; nearly all actives have a fitted effect of over 60% in size; many of its hits are not listed in these tables
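HEK293T cells stably expressing RXFP1 were pretreated with the PDE4 inhibitor Ro 20174, exposed to compounds for 30 min at 37C, lysed, and cAMP was read by TR-FRET. Data normalized to buffer (basal) and 29 nM porcine relaxin (100%).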
Glioma ERSR ind = inducers of ER stress response in human glioma cells. U87-MG GRP78 promoter luciferase reporter, 16 h. Potency, µM, without a hit: top-dose activation, usual class: activators. 420,000 tested, 0.02% active; further: potency means the concentration at half of the fitted maximal effect; series mostly up to about 76 µM; % of control where 0% means no effect; nearly all actives have a fitted effect of over 35% in size
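Stably transfected U87-MG glioma cells carrying a GRP78-based luciferase sensor; 16 h compound incubation. Luminescence end-point read 10 min after Bright-Glo addition at room temperature.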
LDHA inh = blocks human lactate dehydrogenase A; activity change, % (values are at about 110 or 230 µM); purified LDHA, NADH/diaphorase-resazurin fluorescence; stronger effect = lower value; P00338; 480,000 tested, 0.15% active; AID 1347041; in the data active means activity change below about -30%; inconclusive means mostly about -25% to -30%;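 further: plate controls were DMSO wells for no effect and wells without enzyme for full effect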
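Resorufin fluorescence (ex540/em590), read at 0 and 20 min after diaphorase/resazurin addition, reports the NADH left after a 5 min room-temperature reaction of 2 nM human LDH5 with 0.06 mM NADH and 0.2 mM pyruvate.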
mIDH1 inhibitor = blocks human mutant IDH1 R132H enzyme | IDH1-R132H enzyme, NADPH consumption, diaphorase/resazurin fluorescence | O75874 | 390,000 tested, 0.093% active | Potency, µM (highest dose often 76.6 µM), for the others: top-dose activity change, negative = inhibition, usual class: inhibitors; further: potency means the concentration at half of the fitted maximal effect; on the % scale 0 is the no-effect control and ±100 the full control effect; nearly all actives have a fitted effect of over 65% in size
Target sequence (O75874 whole entry R132H, stated change not applied): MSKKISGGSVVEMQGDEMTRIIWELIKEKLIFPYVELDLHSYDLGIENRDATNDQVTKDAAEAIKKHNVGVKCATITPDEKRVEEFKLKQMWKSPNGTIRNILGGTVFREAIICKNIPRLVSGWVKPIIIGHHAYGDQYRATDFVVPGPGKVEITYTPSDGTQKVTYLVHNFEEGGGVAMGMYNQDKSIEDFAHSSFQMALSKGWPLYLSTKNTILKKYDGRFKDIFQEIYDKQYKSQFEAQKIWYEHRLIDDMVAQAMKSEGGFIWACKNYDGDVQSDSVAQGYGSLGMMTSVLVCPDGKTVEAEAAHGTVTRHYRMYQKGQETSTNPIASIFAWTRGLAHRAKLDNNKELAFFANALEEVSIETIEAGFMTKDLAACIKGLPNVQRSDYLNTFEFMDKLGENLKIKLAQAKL
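IDH1-R132H (0.5 ug/mL) preincubated 30 min with compound, then NADPH (0.016 mM) and alpha-KG (2 mM) added; 80 min at RT, pH 7.5. Remaining NADPH coupled via diaphorase/resazurin to fluorescence (540/590 nm); concentration-response curves normalized to no-enzyme control.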
* marks the source's active call; other numbers are inactive results; ? = inconclusive; · = not tested or not shown; & = joins results of further samples; [ ] = another dose, or the depositor's remark. Unless noted, the call rests on the fitted dose curve; in most records, active means well fitted curve in the direction sought with a large enough effect; inconclusive means small, poorly fitted or top-dose-only effect, or another doubt; inactive means no such curve, though single readings can be large; an effect the other way counts as inactive or inconclusive.

compound | LDHA inh | RXFP1 agonist | mIDH1 inhibitor | Glioma ERSR ind | PI4K2A inh | Vif-APOBEC3F blk | USP1-UAF1 inh | Vif-A3G inh | TrxR1 substrate
CS(=O)(=O)N1CCC(C(=O)NCc2ccc(Cl)cc2Cl)CC1 | 0 | 1.1% | 2% | -4% | 2 | -2% | -9% | -4% | 8%[57.1 µM]
CCOc1cccc(CNCCNC(=O)c2nonc2N)c1 | 0&-4 | -0.5%&-2.9% | -4%&2% | -3%&-3% | 0&6 | -1%&-7% | -8%&1% | 3%&2% | 0%&4%
CCOC(=O)c1c(-c2ccc(Cl)cc2)csc1NC(=O)CNCc1ccco1 | -15 | 1.1% | 0% | -3% | 10 | 8% | -21% | 2% | 7%
O=C(CSc1nc2c([nH]c3ccccc32)c(=O)n1-c1ccccc1F)Nc1cccc(Cl)c1 | -3 | -0.7% | 20% | -1% | 4 | -3% | -12% | -9% | 0%[57.1 µM]
COc1cc(Cl)c(S(=O)(=O)NCCN2CCOCC2)cc1Cl | -9 | 1.9% | 0% | -3% | 1 | -4% | -1% | 3% | 3%[57.1 µM]
Cc1c2cnccc2c(C)c2c1oc1ccccc12 | 3 | · | -22% | 2% | -2 | 16% | -9% | -1% | 34%[57.1 µM]
CC1(C)CC(=O)c2cc(C(=O)Nc3ccc(Br)cc3)c(=O)n(-c3ccc(Cl)cc3)c2C1 | -4 | -1.5% | -2% | -2% | 1 | -2% | -10% | -1% | 8%
O=C(COC(=O)c1ccco1)c1ccc(F)cc1 | -6 | -0.5% | 3% | -1% | -5 | -3% | -16% | 0% | -2%[57.1 µM]
CCCC(=O)Nc1ccc2c(c1)nc(CN1CCN(C(=O)OCC)CC1)n2C | 5 | -0.4% | 3% | 0% | 0 | 13% | -25% | 1% | -4%[57.1 µM]
COc1ccc(-c2noc(CCC(=O)N3CCN(c4cccc(Cl)c4)CC3)n2)cc1 | -15 | · | -13% | 0% | 1 | 6% | -8% | -6% | -1%
Cc1cc(C)n2nc(CNS(=O)(=O)c3ccc(CC(C)C)cc3)nc2n1 | -1 | 4.3% | -3% | -1% | -1 | -12% | -24% | 1% | 3%[57.1 µM]
Cc1cc(NC(=O)CSc2nc3c(C)ccc(C)c3cc2C#N)no1 | 1 | 24% | 2% | 0% | -1 | ? | -7% | -12% | 12%
CC(NC(=O)COc1ccccc1)C1COc2ccccc2O1 (stereo not drawn) | -5 | · | 3% | -3% | 2 | -4% | -3% | -6% | -3%
CCOC(=O)c1c(C)[nH]c2c1-c1ccccc1C(=O)C2=O | 9 | 2.8% | 5% | -14% | -24 | 4% | 1.3µM* | -11% | -13%
CCOc1ccc(C(=O)NC2CC3CCCC(C2)N3Cc2ccccc2)cc1 (stereo not drawn) | -5 | -0.6% | 3% | -5% | -4 | 1% | -7% | 3% | -6%
Cc1ccccc1NS(=O)(=O)c1ccc2c3c(cccc13)C(=O)N2C | 0 | 0.1% | -2% | -3% | 1 | -1% | -7% | -11% | 2%
COc1cccc(NC(=O)CN(C)C(=O)c2ccc(-c3ccccc3Cl)o2)c1 | -3&10 | 3.1% | 3% | -1% | 3 | -1% | -12% | -1% | -11%
CN(C)C=NC(=O)c1cc(C(=O)c2ccc(F)cc2)c[nH]1 | -2 | 1.5% | 6% | -5% | 7 | -3% | -15% | 3% | -17%[57.1 µM]
Cc1ccc(/C=C(\CCC(=O)O)c2nc3ccccc3s2)cc1[N+](=O)[O-] | -8 | -0.3% | 9% | 0% | 6 | 7% | -12% | 0% | -22%
CC(=O)N1CCN(c2ccccc2NC(=O)c2cc3ccccc3o2)CC1 | -8 | -2.3% | 2% | -3% | 1 | 0% | -13% | 1% | -13%
Cc1ccc(NC(=O)CSc2n[nH]c(-c3ccncc3)n2)cc1 | 6 | 2.8% | -1% | -4% | -1 | -11% | -23% | 2% | -2%
CCOCCCNc1ncnc2c1[nH]c1ccccc12 | -9 | 1.0% | 7% | 6% | -11 | 0% | -10% | -4% | 27%
COc1ccc(-c2oc(NC(=O)CSc3nncn3C)c(C#N)c2-c2ccc(OC)cc2)cc1 | -3 | -2.5% | -15% | -4% | 6 | · | -12% | ? | 18%
Cc1ccccc1NC(=O)/C=C1\SC(=O)NC1=O | -7 | -1.1% | 21% | -7% | 0 | -14% | -16% | -7% | -7%[57.1 µM]
CCOCCn1c(CN2CCc3ccccc3C2)nc2c1c(=O)n(C)c(=O)n2C | 6&-9 | 9.2% | 10% | 0% | 2 | 7% | -11% | 1% | -9%
Cc1cccc(NC(=O)c2cccc3c2C(=O)c2ccccc2-3)c1 | -1 | -0.5% | 0% | -3% | -5 | -10% | -15% | -9% | -6%
O=C(CSC1=Nc2ccccc2C2=NC(CC(=O)NC3CCCCC3)C(=O)N12)NCc1ccco1 (stereo not drawn) | -1 | 0.5% | 0% | -2% | 2 | -5% | -19% | 2% | 3%
CCOC(=O)c1c(NC(=O)CSc2nnc(-c3ccccc3)n2CC)sc(C(C)=O)c1C | -2 | 4.4% | -3% | -3% | 0 | 0% | ? | 1% | 1%[57.1 µM]
COCCNC(=O)c1cc2sc3ccccc3c2s1 | 0 | 2.2% | 4% | 4% | 1 | -5% | -4% | -8% | 11%[57.1 µM]
Nc1ccc(C(=O)N/N=C/c2ccc(N3CCOCC3)s2)cc1 | -1 | · | -5% | 3% | -2 | 9% | -6% | 1% | -12%
CC(C)(C)c1ccc(NC(=O)N2CCN(c3ccc([N+](=O)[O-])cn3)CC2)cc1 | -6 | -0.8% | 1% | -4% | -1 | 4% | -9% | 0% | -2%
CCN(CC)S(=O)(=O)c1cccc(NC(=O)/C=C/c2cccc([N+](=O)[O-])c2)c1 | 1 | 1.0% | 3% | -3% | -2 | -5% | -11% | 0% | -3%
Cc1c(Cl)cccc1NC(=O)[C@@]1(CC(=O)O)CC(/C=C/c2ccccc2)=NO1 | -2 | 0.4% | 8% | 1% | 2 | -32% | -7% | 1% | -19%[57.1 µM]
CCOC(=O)C1CCCN(CC(=O)Nc2nccs2)C1 (stereo not drawn) | -1 | -0.1% | 8% | -6% | -2 | -17% | -20% | 1% | 5%[57.1 µM]
CCOC(=O)c1cnc(SC)nc1Nc1cccc(F)c1 | 8 | 3.0% | 12% | 3% | 2 | 1% | -6% | 1% | -3%
COc1cccc(NC(=O)CN2C(=O)CSc3ccc(S(=O)(=O)N4CCOCC4)cc32)c1 | -13 | 1.3% | 7% | -2% | 4 | 10% | -21% | 0% | -2%

Four records drawn at random from those above:
compound | LDHA inh | RXFP1 agonist | mIDH1 inhibitor | Glioma ERSR ind | PI4K2A inh | Vif-APOBEC3F blk | USP1-UAF1 inh | Vif-A3G inh | TrxR1 substrate
Nc1ccc(C(=O)N/N=C/c2ccc(N3CCOCC3)s2)cc1 | -1 | · | -5% | 3% | -2 | 9% | -6% | 1% | -12%
CCOC(=O)C1CCCN(CC(=O)Nc2nccs2)C1 (stereo not drawn) | -1 | -0.1% | 8% | -6% | -2 | -17% | -20% | 1% | 5%[57.1 µM]
CC(C)(C)c1ccc(NC(=O)N2CCN(c3ccc([N+](=O)[O-])cn3)CC2)cc1 | -6 | -0.8% | 1% | -4% | -1 | 4% | -9% | 0% | -2%
CCOC(=O)c1c(NC(=O)CSc2nnc(-c3ccccc3)n2CC)sc(C(C)=O)c1C | -2 | 4.4% | -3% | -3% | 0 | 0% | ? | 1% | 1%[57.1 µM]

Next results
compound | LDHA inh | RXFP1 agonist | mIDH1 inhibitor | Glioma ERSR ind | PI4K2A inh | Vif-APOBEC3F blk | USP1-UAF1 inh | Vif-A3G inh | TrxR1 substrate
Cc1cc(NC(=O)CSc2nnc(CNC(=O)c3ccccc3)o2)no1 | 3 | 1.5% | 8% | -2% | -3 | -6% | -16% | 1% | 2%
CC(=O)COc1ccc2c(-c3cccc([N+](=O)[O-])c3)cc(=O)oc2c1 | -3 | 3.8% | 13% | 2% | 0 | -5% | -15% | -1% | -2%
COC(=O)C1CCN(Cc2cc(=O)oc3cc(C)c(Cl)cc23)CC1 | -3&-1 | 0.4% | 0% | 0% | 1 | 2% | -26% | -2% | 6%
CCC(CC)c1nnc(NC(=O)Cc2ccccc2[N+](=O)[O-])s1 | -1 | 0.4% | 5% | 1% | 0 | 3% | -2% | -7% | -6%
CC(C)CSc1nc(N2CCOCC2)c2c(c1C#N)CC(C)(C)SC2 | -2 | 1.9% | ? | -4% | 9 | -1% | -8% | -1% | -9%
Cc1ccccc1NC(=S)N(CCCN1CCOCC1)Cc1ccccn1 | -3 | 0.6% | 14% | -2% | -8 | -2% | -12% | 1% | 5%
COc1ccc(C)cc1N(C(=O)COc1cccc(F)c1)c1nc2ccccc2s1 | -7 | -0.3% | 3% | -3% | 1 | -5% | -7% | 2% | -12%
Cc1cccc(C)c1NC(=O)CSc1n[nH]c(=O)n1C1CC1 | -4 | · | -4% | 6% | 1 | 1% | -24% | -1% | 8%

Screens from PubChem.

Some of the compounds tested; rates above refer to the full screens.
